Compound activity deposited in PubChem by Sanford-Burnham Center for Chemical Genomics.
CXCR6 block = CXCR6 (human) receptor inhibition; CHO-K1 PathHunter CXCR6 beta-arrestin, luminescence; inhibition, % at 20 µM; hit rate 0.36% among 360,000; O00574; in the data active = inhibition above about 34%, passing the limit was not always enough;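 also: antagonist mode with CXCL16 agonist at 10 nM final; 0% = 10 nM CXCL16 with DMSO and 100% = unstimulated wells without agonist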
Target sequence (O00574 whole entry, looked up): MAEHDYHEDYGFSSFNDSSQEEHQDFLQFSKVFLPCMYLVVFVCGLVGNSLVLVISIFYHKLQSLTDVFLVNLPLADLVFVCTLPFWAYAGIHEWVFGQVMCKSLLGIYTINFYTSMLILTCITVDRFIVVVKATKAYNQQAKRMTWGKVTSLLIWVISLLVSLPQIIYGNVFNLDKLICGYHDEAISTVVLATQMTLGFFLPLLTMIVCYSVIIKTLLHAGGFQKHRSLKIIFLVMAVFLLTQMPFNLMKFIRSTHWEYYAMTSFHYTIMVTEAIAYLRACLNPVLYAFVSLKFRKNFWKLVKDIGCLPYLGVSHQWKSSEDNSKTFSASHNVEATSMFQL
UBC13 inh = inhibitors of human UBC13 polyubiquitin chain formation; inhibition, % at 20 µM; P61088; TR-FRET; hit rate 0.47% among 330,000; in the data active = inhibition above about 45%, passing the limit was not always enough
Target sequence (P61088 whole entry, looked up): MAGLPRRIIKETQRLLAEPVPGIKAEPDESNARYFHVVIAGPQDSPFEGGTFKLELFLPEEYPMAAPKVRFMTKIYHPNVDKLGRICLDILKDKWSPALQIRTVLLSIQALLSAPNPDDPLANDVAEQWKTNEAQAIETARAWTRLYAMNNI
CCR6 antagonist = antagonists of human CCR6 receptor; CHO-K1 CCR6 PathHunter beta-arrestin, luminescence, CCL20-stimulated; inhibition, % at 20 µM; hit rate 0.49% among 340,000; AID 493098;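 active = compounds whose inhibition of the agonist-driven luminescence signal at 20 µM reaches about 50%, limit read from the data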;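 also: cells stimulated with CCL20 at 14 nM final; plate controls were DMSO with CCL20 for no effect and DMSO without agonist for full effect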
Gli-Sufu block = antagonists of Gli-Sufu signaling. Sufu-KO-LIGHT fibroblasts, Gli luciferase reporter luminescence. inhibition, % at 5 µM. hit rate 0.74% among 340,000. AID 588413;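 active = inhibition above about 55%, limit read from the data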;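 also: 0% = DMSO-treated cells and 100% = wells with medium but no cells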
APJ antag = APJ receptor antagonism. CHO-K1 APJ beta-arrestin complementation, luminescence. hit rate 0.32% among 330,000. inhibition, % at 20 µM. P35414;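 active = inhibition above about 40% at 20 µM, limit read from the data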;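 also: cells challenged with 10 nM apelin-13 agonist together with compound; plate controls were apelin-13 plus DMSO wells for no effect and DMSO wells lacking apelin-13 for full effect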
Target sequence (P35414 whole entry, looked up): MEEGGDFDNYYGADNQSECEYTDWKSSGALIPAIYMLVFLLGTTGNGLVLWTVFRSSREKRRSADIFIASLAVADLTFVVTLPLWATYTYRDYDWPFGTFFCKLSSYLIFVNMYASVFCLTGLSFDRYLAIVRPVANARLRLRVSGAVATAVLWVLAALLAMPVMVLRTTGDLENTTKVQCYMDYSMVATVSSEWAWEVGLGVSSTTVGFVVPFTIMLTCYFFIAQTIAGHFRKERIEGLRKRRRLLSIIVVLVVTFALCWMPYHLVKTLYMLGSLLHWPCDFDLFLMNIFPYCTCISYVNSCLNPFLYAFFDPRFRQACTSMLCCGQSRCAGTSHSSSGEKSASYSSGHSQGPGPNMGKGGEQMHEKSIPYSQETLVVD
Jurkat NFkB inh = lowers PMA/ionomycin-induced NF-kB signal in Jurkat cells; PMA/ionomycin-induced NF-kB luciferase reporter, luminescence; inhibition, % at 4 µM; hit rate 0.53% among 330,000; AID 435003; in the data active = inhibition above about 50%
697 NFkB inh = lowers PMA/ionomycin-induced NF-kB signal in 697 B cells; hit rate 0.33% among 330,000; 697 B-cell NF-kB luciferase reporter, 16 h; inhibition, % at 4 µM; in the data active = inhibition above about 35%
EBI2 block = blocks human EBI2 receptor beta-arrestin signaling | EBI2 beta-arrestin recruitment, luminescence, 7a,25-OHC stimulated | P32249 | hit rate 0.81% among 360,000 | inhibition, % at 5 µM; in the data active = inhibition above about 38%;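 also: enzyme fragment complementation signal reports receptor beta-arrestin coupling in cells; 0% = agonist plus DMSO wells and 100% = wells without agonist; some results beyond the cut were filed as inactive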
Active calls of the source: *; nt = not tested or not shown.

SMILES	CXCR6 block	UBC13 inh	CCR6 antagonist	Gli-Sufu block	APJ antag	Jurkat NFkB inh	697 NFkB inh	EBI2 block
Cc1ccc(/C=C/c2nc3ccccc3c(=O)[nH]2)cc1	3.8	7.8	-10.3	-58.2	-34.4	-73.5	-253.6	-4.0
CC(C)[C@@H](C(=O)N1CCCC1)N1C(=O)N2CCc3c([nH]c4ccccc34)[C@@]2(C)C1=O	3.4	-4.1	4.0	2.2	-86.9	-9.1	-40.8	8.5
CC1(C(=O)OCC(=O)NC(=O)c2ccccc2)CC1(Cl)Cl (stereo unspecified)	7.6	-4.8	9.6	12.3	16.0	-9.7	0.9	-1.1
Cn1c(N)c(C(=O)COC(=O)COc2ccc(C#N)cc2)c(=O)n(C)c1=O	3.4	22.7	-16.2	-15.5	-0.8	1.1	14.3	-4.8
CC(C1CC1)N(Cc1ccccc1)C(=O)NC(=O)c1ccccc1 (stereo unspecified)	1.4	-0.4	10.5	0.5	12.4	0.2	13.1	-1.9
COCCc1nc2ccc(C(=O)N3CCCC(CCCO)C3)cc2o1 (stereo unspecified)	2.9	-12.9	8.5	-5.8	-4.0	6.2	-0.2	-9.5
Cc1ccc(CC(=O)N2CCN(C(=O)c3ccco3)CC2)cc1	4.9	0.1	-0.7	-4.5	-3.7	-11.7	-6.5	-3.8
COc1cc(NC(=O)c2cc3nc(C)cc(C)n3n2)c(OC)cc1Cl	-6.8	16.7	18.8	-72.8	3.4	-126.5	-85.7	1.7
CCOc1ncccc1C(=O)NCCc1ccc(S(N)(=O)=O)cc1	0.1	7.2	0.5	14.5	7.6	1.9	9.9	-0.1
COCc1c(Br)c(C)[nH]c(=O)c1C#N	-1.2	2.4	13.9	1.2	-8.0	4.2	4.1	-11.0
CCOC(=O)C1C(c2cccc(Cl)c2Cl)NC(=O)NC1(O)C(F)(F)F (stereo unspecified)	-0.7	-5.4	4.9	6.2	2.6	-10.0	3.2	-5.6
O=C(Nc1nccs1)c1cccnc1	-6.6	-2.5	-1.7	13.6	7.2	-20.1	-16.2	-2.8
CCn1c(SCC(=O)NC2CC2)nnc1-c1ccc(OC)cc1	1.1	-5.9	-5.8	5.3	-4.3	4.3	18.2	-4.3
COc1cc(NC(=S)NCCCN2CCOCC2)c(OC)cc1NC(=O)c1ccco1	-3.8	-4.6	3.8	-7.9	-22.3	8.4	-3.8	-12.1
O=C(Nc1cnccn1)Nc1ccccc1Cl	1.8	0.5	-2.6	-12.3	4.8	1.0	-16.0	-8.5
O=C(NCCN1CCOCC1)/C(=C/c1ccc(F)cc1)NC(=O)c1ccccc1	0.5	-3.3	5.6	-5.9	-2.0	-18.2	-2.0	-11.9
O=C(CN(C(=O)c1ccc(Cl)cc1)N1C(=O)C2CCCCC2C1=O)c1ccc(Cl)cc1 (stereo unspecified)	-9.9	6.5	9.6	0.9	-13.0	-0.5	10.3	0.6
CCCCN1C(=O)/C(=C2/Sc3ccccc3N2C)S/C1=N\c1ncn[nH]1	1.9	-8.9	0.0	14.2	7.1	9.1	23.5	4.1
COc1ccc(OCC(=O)N2c3ccccc3CC2C)c([N+](=O)[O-])c1 (stereo unspecified)	2.4	0.7	11.4	-12.1	7.4	-6.9	6.7	1.8
Cc1ccccc1OCCNC(=O)/C=C/c1ccc([N+](=O)[O-])cc1	-2.4	-1.3	11.8	3.9	-9.8	6.2	-0.8	13.8
Fc1ccc(NC(=S)N2N=CCC2c2ccccc2)cc1 (stereo unspecified)	-11.1	-0.9	8.1	-44.6	-6.5	-25.2	-23.0	-8.2
O=C1Cc2cccc3cccc1c23	9.0	17.6	-7.0	5.5	20.4	6.5	20.3	1.2
COc1ccc(OC)c(NC(=O)CSc2ncnc3c2cnn3-c2ccccc2Cl)c1	-12.1	-0.4	11.6	75.6*	-23.9	50.3*	71.1*	25.0
COc1cccc(CC(Cc2nc3ccccc3[nH]2)c2nc3ccccc3[nH]2)c1 (stereo unspecified)	12.4	0.2	4.5	35.0	10.3	-15.4	-2.5	11.7
O=C(O)Cc1c(C(=O)O)nnn1-c1cccc(C(F)(F)F)c1	-1.9	0.3	6.5	12.6	-29.3	-7.6	0.7	-10.0
CCOC(=O)c1ccc(NC(=O)Nc2cccc(C)n2)cc1	-2.4	0.8	-11.3	-26.4	0.6	-15.4	-18.3	10.3
CCCNC(=O)CS(=O)Cc1nc(-c2ccccc2C)oc1C (stereo unspecified)	0.6	5.6	-7.0	-14.1	2.1	-3.6	-0.9	-4.6
CC(C)NC(=O)COC(=O)c1ccc(S(=O)(=O)N2CCCC2)cc1	-1.5	-0.4	3.5	-9.2	12.9	1.6	8.8	-0.9
CCC/C(=N\NC(=O)C1CC1)c1ccccc1	7.9	-6.4	1.8	-0.9	-3.2	1.7	1.9	-9.6
CCN(CC(=O)Nc1c(F)cccc1F)C(=O)c1ccc(N2CCCCC2)c([N+](=O)[O-])c1	2.8	-16.8	14.1	23.4	10.5	11.2	-7.4	6.5
COc1ccc(N2C(=O)CSC23C(=O)Nc2ccccc23)cc1OC (stereo unspecified)	-5.7	0.1	8.5	-1.2	7.6	-2.2	5.6	-5.2
O=C(NCC[C@@H]1C[C@@H]2C=C[C@H]1C2)c1cc(COc2ccc(F)cc2F)on1	4.6	-10.9	22.4	1.3	18.0	13.3	-15.4	32.4
Cn1cccc1C(=O)NCc1ccccn1	2.1	-0.3	3.6	-12.9	-36.6	10.9	-7.6	0.3
CC1CCCN(CCOc2ccc3ccccc3c2Br)C1 (stereo unspecified)	-13.5	13.6	13.0	4.4	19.2	-27.2	-11.0	-3.7
CCOC(=O)C(C)Oc1ccc2c(CC)cc(=O)oc2c1C (stereo unspecified)	-2.3	-0.1	10.4	4.3	13.9	-20.5	-14.8	-1.2
Clc1ccc(Cn2cc(Br)cn2)cc1Cl	-6.3	-2.1	6.5	0.7	22.1	5.8	16.7	7.7
COc1c2c(cc3oc(=O)c4c5ccc(O)cc5oc4c13)OC(C)(C)CC2	-22.8	27.7	-24.3	-16.6	-14.0	-375.6	-347.4	-24.6
Nn1c(SCC(=O)NCC2CCCO2)nnc1-c1cc(Cl)ccc1Cl (stereo unspecified)	-2.3	-10.1	14.9	-5.2	22.1	-3.6	-15.6	-9.9
CCOC(=O)c1csc(NC(=O)c2ccc(C#N)cc2)n1	-3.8	0.1	8.1	-7.2	3.4	11.8	-4.3	8.2
O=C(NCc1n[nH]c(=S)n1-c1ccc(F)cc1)c1ccc(S(=O)(=O)N2CCCC2)cc1	4.1	-10.6	17.1	-2.1	-18.7	-17.1	-12.9	3.7
COc1ccc(C(CNc2ccc(S(=O)(=O)N3CCCC3)cc2[N+](=O)[O-])N2CCCC2)cc1 (stereo unspecified)	23.0	-6.4	10.0	33.3	6.5	-3.5	2.3	-0.9
Cc1ccc(NC(=O)CC2SCCNC2=O)cc1[N+](=O)[O-] (stereo unspecified)	-4.9	6.3	-8.9	0.1	-2.9	-27.8	3.6	-8.2
CCOC(=O)c1c(S(=O)(=O)N2CCCC(C(=O)Nc3cccc(C)n3)C2)c(C)n(C)c1C (stereo unspecified)	5.6	-1.7	-0.2	-14.8	-36.5	7.2	7.6	1.6
CC(C)c1ccc(C2NC(=O)c3ccccc3O2)cc1 (stereo unspecified)	-5.3	1.9	-1.4	0.9	10.6	12.1	-20.5	-13.5
COc1ccc(CN(C(=O)CN2C(=O)COc3ccccc32)C2CCCC2)c(OC)c1	4.6	2.5	19.1	5.7	9.1	-0.8	3.6	17.9
CSc1nnc(-c2ccc(O)cc2)n1C	-4.3	-0.7	-5.0	0.5	-8.5	5.4	19.2	1.4
C=C(C)C(=O)Nc1cccc(C2=NOC3(C2)C[C@@H](C(N)=O)N(C(=O)c2ccc(Cl)cc2)C3)c1 (stereo partly specified)	nt	-57.0	19.4	-7.0	-75.6	-4.9	14.5	nt
N/C(=N\OC(=O)c1ccc(Br)o1)c1cccnc1	-5.4	-9.2	-20.5	-35.0	-22.1	-63.5	-28.5	-9.7
COc1cccc(-c2nc(C#N)c(N3CCN(C(=O)c4ccco4)CC3)o2)c1	0.9	15.6	2.2	-6.1	10.4	17.7	14.7	0.5
CCOC(=O)c1c(CN2CCOCC2)oc2ccc(OC)cc12	-0.5	1.1	1.4	3.8	4.8	-3.0	12.3	-11.8
COCc1ccc(C(=O)N2CCCC(CCC(=O)NCc3ccccc3F)C2)o1 (stereo unspecified)	-4.6	-7.1	-5.2	-15.4	14.8	44.1	0.8	5.5
Cc1cccc(NC(=O)CSc2nc(NS(=O)(=O)c3ccccc3)cc(=O)[nH]2)c1	3.3	-9.8	1.2	-20.0	8.9	16.7	1.4	-6.7
COCCNC(=O)c1ccc(C(=O)NCCOC)s1	-1.5	-8.1	-14.6	7.5	4.7	-4.6	13.8	-2.7
CC(C)NC(=O)N1c2ccccc2Sc2ccccc21	4.8	8.9	18.2	6.1	-2.9	-10.8	-3.5	4.6
COCCN(Cc1nnc(-c2cccs2)o1)C(=O)c1cccc(S(=O)(=O)N2CCOCC2)c1	-4.6	-0.6	11.8	6.2	1.4	9.0	-10.8	-3.1
O=C(C[C@H]1C/C=C\C[C@@H](Cc2ccc(F)cc2)C(=O)OC[C@H]2CCCN2C1=O)N[C@@H](CO)Cc1ccccc1	7.4	20.0	4.9	0.5	0.9	5.5	-4.7	12.9
CC(Sc1nnc(N)s1)C(=O)Nc1ccc(N2CCOCC2)cc1 (stereo unspecified)	-6.3	-5.0	-5.2	-7.8	-18.5	4.4	-5.7	2.2
CCC(N=c1cc(-c2ccc(OC)c(OC)c2)oc2ccc(C)cc12)C(=O)O (stereo unspecified)	0.3	2.5	12.8	11.1	16.2	-4.0	-2.4	-3.9
CCOc1ccc(C(=O)NCC2OCCc3ccccc32)cc1 (stereo unspecified)	-3.7	7.3	-9.4	-23.5	6.3	-25.6	2.3	-2.3
O=C(COC(=O)CCc1c[nH]c2ccccc12)Nc1ccccc1C(F)(F)F	-5.0	-11.8	9.2	-2.0	-49.9	0.3	7.3	-16.8

Entries of single compounds, quoted from the list. Order of screens: CXCR6 block | UBC13 inh | CCR6 antagonist | Gli-Sufu block | APJ antag | Jurkat NFkB inh | 697 NFkB inh | EBI2 block
CCC(N=c1cc(-c2ccc(OC)c(OC)c2)oc2ccc(C)cc12)C(=O)O (stereo unspecified) in the list: 0.3 | 2.5 | 12.8 | 11.1 | 16.2 | -4.0 | -2.4 | -3.9
O=C(C[C@H]1C/C=C\C[C@@H](Cc2ccc(F)cc2)C(=O)OC[C@H]2CCCN2C1=O)N[C@@H](CO)Cc1ccccc1 in the list: 7.4 | 20.0 | 4.9 | 0.5 | 0.9 | 5.5 | -4.7 | 12.9
CC(Sc1nnc(N)s1)C(=O)Nc1ccc(N2CCOCC2)cc1 (stereo unspecified) in the list: -6.3 | -5.0 | -5.2 | -7.8 | -18.5 | 4.4 | -5.7 | 2.2
CSc1nnc(-c2ccc(O)cc2)n1C in the list: -4.3 | -0.7 | -5.0 | 0.5 | -8.5 | 5.4 | 19.2 | 1.4
COCCN(Cc1nnc(-c2cccs2)o1)C(=O)c1cccc(S(=O)(=O)N2CCOCC2)c1 in the list: -4.6 | -0.6 | 11.8 | 6.2 | 1.4 | 9.0 | -10.8 | -3.1

Next section:
SMILES	CXCR6 block	UBC13 inh	CCR6 antagonist	Gli-Sufu block	APJ antag	Jurkat NFkB inh	697 NFkB inh	EBI2 block
CC(Oc1ccccc1)C(=O)Nc1ccccc1F (stereo unspecified)	-5.3	6.3	0.3	-2.0	-15.5	7.2	11.7	4.5
Cn1c(-c2ccccc2)nc2cnccc21	1.5	6.9	4.4	1.5	-12.5	-3.3	17.5	-0.4
Cc1ccc(C(=O)OCC(=O)NCCc2ccc(F)cc2)cc1S(=O)(=O)N1CCOCC1	-2.7	-0.6	5.8	2.7	-0.1	6.9	12.1	9.3
CC(/C=N\NC(=O)c1ccc2c(c1)OCO2)c1ccccc1 (stereo unspecified)	-0.7	1.9	-11.4	0.2	1.6	10.7	8.1	-2.2
Cc1ccccc1NC(=O)C(=O)NCC1CCCN1S(=O)(=O)c1cccs1 (stereo unspecified)	12.0	3.2	11.6	-17.2	18.8	-6.7	-5.3	-2.3
O=C(O)c1cc(O)ccc1NC(=O)c1cccc2ccccc12	-4.5	6.8	-4.8	-1.0	5.9	-1.4	5.6	8.2

Part of the list above, limited to Gli-Sufu block, EBI2 block and Jurkat NFkB inh:
canonical_smiles | Gli-Sufu block | EBI2 block | Jurkat NFkB inh
Cc1ccc(C(=O)OCC(=O)NCCc2ccc(F)cc2)cc1S(=O)(=O)N1CCOCC1 | 2.7 | 9.3 | 6.9
CC(/C=N\NC(=O)c1ccc2c(c1)OCO2)c1ccccc1 (stereo unspecified) | 0.2 | -2.2 | 10.7
